# Source: PubChem BioAssay
# OPRM1-OPRD1 ag: agonists of human mu-delta opioid receptor heterodimerization. P35372+P41143. cells, OPRM1-OPRD1 heterodimerization, luminescence. activation, % at 9.3 µM. 340,000 tested, 0.3% active. AID 504326; in the data active means activation above about 18%;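 further: 0% = vehicle-treated cells and 100% = reference agonist; values of inactives mirror those of a sister screen read the other way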
# Target sequence (P35372 whole entry, looked up): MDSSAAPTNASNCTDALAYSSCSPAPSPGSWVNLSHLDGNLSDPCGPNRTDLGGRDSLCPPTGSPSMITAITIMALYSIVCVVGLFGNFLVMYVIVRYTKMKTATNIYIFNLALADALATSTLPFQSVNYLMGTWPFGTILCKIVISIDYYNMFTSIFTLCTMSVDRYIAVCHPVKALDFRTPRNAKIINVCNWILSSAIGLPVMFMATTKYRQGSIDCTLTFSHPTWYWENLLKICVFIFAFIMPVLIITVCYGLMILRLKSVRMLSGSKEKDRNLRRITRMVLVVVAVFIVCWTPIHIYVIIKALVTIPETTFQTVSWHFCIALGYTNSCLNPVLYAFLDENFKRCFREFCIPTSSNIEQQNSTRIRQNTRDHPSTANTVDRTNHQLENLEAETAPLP
# Target sequence (P41143 whole entry, looked up): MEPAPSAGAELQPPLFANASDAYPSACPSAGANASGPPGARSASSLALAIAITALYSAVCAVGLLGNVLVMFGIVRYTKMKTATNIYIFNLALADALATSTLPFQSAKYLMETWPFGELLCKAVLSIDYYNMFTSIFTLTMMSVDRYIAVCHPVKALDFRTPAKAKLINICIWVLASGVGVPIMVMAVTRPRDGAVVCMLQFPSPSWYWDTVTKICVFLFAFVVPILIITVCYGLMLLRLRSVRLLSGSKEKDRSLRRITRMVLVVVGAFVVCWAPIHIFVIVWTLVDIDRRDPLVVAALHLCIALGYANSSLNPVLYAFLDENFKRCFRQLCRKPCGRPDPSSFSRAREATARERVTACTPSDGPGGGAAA
# RTF Ca sens act: cardiac RTF calcium sensitization; IANBD-labeled TnC RTF fluorescence at EC20 calcium; 0% EC20 calcium, 100% full calcium; activation, % at 7.2 µM; 340,000 tested, 0.24% active;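 active means activation above the mean over all tested compounds plus 3 SD, cut at about 30% in these data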;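 further: rise in fluorescence read as greater calcium sensitivity of cardiac thin filaments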
# V-ATPase pHluor: regulators of yeast V-ATPase proton transport; response, % at 10 µM; 350,000 tested, 0.37% active; S. cerevisiae, pHLuorin cytosolic pH fluorescence; in the data active means response mostly above about 7.3%, no sharp cut-off; inactive means mostly below about 5.4%; further: actives read high; inactives centre near 0; some compounds called inactive have numbers as strong as hits; reference of the scale not given here
# Keap1 Nrf2 FP: Keap1-Nrf2 (human) interaction inhibition. Q14145. Keap1 Kelch-Nrf2 peptide fluorescence polarization, 1536-well. inhibition, % at 9.4 µM. 340,000 tested, 0.15% active; in the data active means inhibition above about 12%;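 further: human Keap1 Kelch domain with fluorescein labeled Nrf2 9mer peptide probe; 0% = neutral control wells and 100% = peptide positive control; higher means more block of Keap1 binding to Nrf2 peptide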
# C-LANA FP: inhibitors of KSHV LANA C-terminal domain DNA binding; 340,000 tested, 0.078% active; AID 504423; inhibition, % at 9 µM; MBP-C-LANA/FAM-LBS DNA binding, fluorescence polarization;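 active means highest replicate inhibition at or above 60% at 9 µM, even if other replicates fall short; inactive means all replicates below 60% inhibition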;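 further: 0% = neutral control wells and 100% = 4 µM acridine orange control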
# Arr AP2 block: blocks beta-arrestin peptide binding to AP2 adaptin; FITC-arrestin peptide / GST-AP2 beads, flow cytometry; AP2 beta2 appendage carries R879A mutation; inhibition, % at 10 µM; 340,000 tested, 0.31% active;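 active means inhibition above a set limit, near 3 SD of compounds lacking own fluorescence, cut at about 54% in these data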;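 further: plate controls were DMSO wells for no effect and 5 µM unlabelled arrestin peptide for full effect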
#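 System: GST-tagged AP2 beta2-adaptin appendage (R879A) on 4 µm glutathione beads / Reagent: FITC-arrestin peptide, 50 nM / Detection: HyperCyt-sampled flow cytometry, FL1 channel, ex 488/em 535 nm / Timing: 12 min plus 1 h, RT / Buffer or medium: PBS plus Tween 20 (0.05%) and BSA (0.1%)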
# RTF Ca sens inh: cardiac RTF calcium desensitization | P19429+P45379 | IANBD-labeled cardiac RTF, Ca2+ fluorescence | inhibition, % at 7.15 µM | 340,000 tested, 0.12% active | AID 493244;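 active means inhibition above the mean inhibition of all tested compounds plus 3 SD, cut at about 17% in these data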;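 further: assay run at fixed EC70 calcium of 1.6 mM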
# DSG3 Ab inh: blocks pemphigus antibody binding to human desmoglein-3; P32926; DSG3-coupled beads, scFv-anti-DSG3-GFP binding, flow cytometry; active compounds read low; binding (percent of control), % at 10 µM; 310,000 tested, 0.48% active; AID 588358;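 active means binding more than 3 SD below its plate's average and above zero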;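 further: hits lower antibody fragment binding to DSG3; some compounds called inactive have numbers as strong as hits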
# MOR-DOR inv ag: inverse agonist of human OPRM1-OPRD1 heterodimerization. cell-based MOR-DOR heterodimer luminescence, inverse agonism. inhibition, % at 9.3 µM. 340,000 tested, 0.21% active. AID 504357; in the data active means inhibition above about 22%, passing the limit was not always enough;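 further: 0% = cells with DMSO and 100% = wells without cells with DMSO; values of inactives mirror those of a sister screen read the other way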
# Wnt bcat act: activators of Wnt/beta-catenin signaling. 300,000 tested, 1.2% active. activation, % at 9.35 µM. Wnt/beta-catenin reporter cell assay, activator, plate reader. AID 743398; in the data active means activation above about 30%, passing the limit was not always enough;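 further: 0% = neutral control wells and 100% = positive control wells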
# Starred values were filed as active, the others as inactive; nt = no result given.
SMILES,OPRM1-OPRD1 ag,RTF Ca sens act,V-ATPase pHluor,Keap1 Nrf2 FP,C-LANA FP,Arr AP2 block,RTF Ca sens inh,DSG3 Ab inh,MOR-DOR inv ag,Wnt bcat act
O=C(Nc1ccc(NC(=O)c2ccco2)cc1)c1ccco1,-2.0,4,0,-1,-1.4,21,-5,102,7,9
CCC1SC(N)=NC1=O (centres undefined),-1.2,4,-3,-5,-1.4,3,-2,104,7,nt
O=C1Cc2cc([N+](=O)[O-])ccc2N1c1c(Cl)cccc1Cl,-2.4,2,-3,-8,-0.9,27,2,88,11,4
CC(C)CNC(=O)c1cccc(NC(=O)c2ccccc2-c2ccccc2C(=O)O)c1,-2.6,-8,0,-3,-0.3,-4,4,98,14,0
CCOc1ccc(C(=O)CCC(=O)N(CC)CC(=O)NCc2cccs2)cc1,-1.5,1,4,-7,-2.2,-5,0,102,8,-1
CCCN(CC(=O)Nc1cc(Cl)ccc1Cl)C(=O)c1ccccc1SCC(=O)N1CCCC1,-3.2,-11,-1,nt,nt,-14,-4,102,17,0
CC(C)c1cccc(C(C)C)c1NC(=O)COc1nncc2ccccc12,3.1,6,-3,-3,0.2,-9,-20,83,-20,-3
N#CCCN(C(=O)COC(=O)CNC(=O)c1ccc(-c2ccccc2)cc1)c1ccc(F)cc1,-3.1,1,2,3,-0.3,13,1,99,16,0
O=C(Nc1nc(COc2ccccc2)cs1)C12CC3CC(CC(C3)C1)C2,2.9,-3,2,-4,-0.3,-10,3,108,-16,11
CCOC(=O)C(NC(=O)c1ccc(OC)cc1)(OCC1(CC)COC1)C(F)(F)F (centres undefined),-1.2,6,1,-5,2.1,3,2,110,7,nt
CCOC(=O)c1c(NC(=O)COC(=O)c2nc(Cl)ccc2Cl)sc(C(=O)NC)c1C,-1.4,-4,3,-4,0.4,-6,1,97,9,0
CCOC(=O)Cn1c2[n+](c3ccccc31)CC(O)CS2 (centres undefined),-0.9,3,-2,-3,1.3,-28,-2,105,5,-1
CCC(=O)Nc1ccc(NC(=O)CSc2nnc(C(C)C)n2C)cc1,1.1,6,1,-5,-1.5,7,-7,105,-6,nt
Cn1c(C(=O)N[C@@H](Cc2ccccc2)C(=O)O)cc2cc(Cl)ccc21,-0.9,4,2,-5,-4.3,-21,-16,99,4,0
CCOc1ccc(S(=O)(=O)Nc2ccc(O)c(Sc3ncn[nH]3)c2)cc1,1.2,0,1,-2,0.0,6,0,108,-7,nt
CCCCOc1ccc(-c2nnn(CC(=O)NCc3ccco3)n2)cc1,0.6,-6,-6,0,1.3,5,-5,101,-4,nt
C=C(C)CSc1nc(N)cc(=O)[nH]1,-0.6,11,-1,-4,-0.2,6,-8,108,3,nt
C=CCSc1nc(C)c(CC(=O)OCC(C)C)c(=O)[nH]1,-2.0,-2,0,-2,0.3,17,0,94,10,nt
CC(C)Cc1ccc(CN2CCCC(NC(=O)CSc3nncn3C)C2)cc1 (centres undefined),-0.7,5,8,-4,0.1,5,-8,nt,4,0
CCN(CC)CC(=O)Nc1ccc([N+](=O)[O-])cc1,-2.5,-1,0,4,-1.2,11,-8,107,13,0
Cc1ccc2cc3c(N)c(C(=O)N4CCOCC4)sc3nc2c1,-1.5,0,-1,-4,2.9,0,-3,103,9,59*
O=C(CN(C(=O)c1csnn1)c1cccc(C(F)(F)F)c1)NC1CCCC1,1.4,-5,1,2,-0.5,10,-11,nt,-10,-3
O=C(NCC1CCCO1)/C(=C/c1ccc(Cl)cc1)NC(=O)c1ccccc1 (centres undefined),-1.3,11,3,-2,-0.1,2,-10,100,7,nt
CN(C)c1ccc(/C=N/NC(=O)c2cc(=O)[nH]c3ccccc23)cc1,-0.9,-1,3,0,-0.2,3,-18,98,5,-4
COc1ccccc1NS(=O)(=O)c1cc(NC(C)=O)ccc1N1CCCCC1,1.6,4,-5,0,0.2,-15,-5,109,-8,3
Cc1oc(C)c(C(=O)O)c1C(=O)O,-1.4,2,4,4,1.1,-1,-5,88,7,0
N=C1C(c2ccccc2)=C(O)CN1c1cccc(S(=O)(=O)N2CCOCC2)c1,1.0,0,0,-1,2.5,0,-6,77,-5,-1
CCc1cc[n+](-c2nc3ccccc3nc2[N-]S(=O)(=O)c2ccc(Br)s2)cc1,7.4,25,-6,-1,9.3,10,-50,89,-37,12
COc1ccc(/C=C(\C#N)c2cc(OC)c(OC)cc2[N+](=O)[O-])cc1,0.2,-4,3,5,0.9,44,1,90,-1,-1
COc1ccc(NC(=O)C2CCN(S(C)(=O)=O)CC2)cc1Cl,-2.1,1,-1,0,0.1,-5,-1,98,12,nt
CCCc1cc(=O)[nH]c(SCC(=O)Nc2nc3ccc(OCC)cc3s2)n1,-3.8,-5,0,0,-0.7,47,1,100,17,4
O=C(CCSc1ccc(Cl)cc1)NC1CCCC1,-3.0,-7,-2,-2,-1.5,8,1,106,14,0
O=C(N/C(=C\c1ccc([N+](=O)[O-])cc1)C(=O)N1CCOCC1)c1ccccc1,-1.1,0,3,-3,0.0,31,7,99,6,0
CCOC(=O)c1c(NC(C)=O)sc2c1CCCNC2=O,-2.5,-5,-5,0,-0.3,0,-1,109,11,0
Cn1nc(-c2ccccc2)c(COC(=O)c2cccc(Cl)c2)c1S(=O)(=O)c1ccccc1,-1.1,-4,3,4,-0.8,-1,-2,106,5,nt
COCCn1c(SCC(=O)Nc2ccc(S(=O)(=O)N(C)C)cc2)nc2ccccc21,-1.1,6,-1,3,-0.2,57*,-2,106,6,nt
Cc1occc1-c1nnc(SCC(=O)NC(=O)NC(C)C)n1N,-1.9,-10,3,-1,-0.1,21,-28,nt,12,-5
COc1cc(C(=O)NCC(c2ccco2)N2CCc3ccccc32)cc(OC)c1OC (centres undefined),-1.3,-10,0,-2,0.3,4,-3,97,7,-2
N#Cc1ccc(S(=O)(=O)N2CCN(Cc3cccs3)CC2)cc1,-1.0,1,5,-6,-0.9,-7,-4,101,4,0
CC1CCN(C(=O)c2ccc([N+](=O)[O-])o2)CC1,4.3,-4,4,4,-1.6,5,-5,120,-35,-1
COc1ccc(C(C)=O)cc1CN1C(=O)NC2(CCCC2)C1=O,-2.2,-4,1,-5,1.5,20,-2,104,12,1
CCOC(=O)c1c(C)c2c(n1C)CCC/C2=N\O,-2.8,-7,2,2,-2.9,15,-3,nt,12,0
COC(=O)c1ccc(COn2nnc3ccccc32)cc1,-2.5,1,-1,-3,0.1,-14,-4,100,13,13
COc1ccc(NC(=O)C(NC(=O)c2ccc(=O)[nH]c2)c2ccccc2)cc1 (centres undefined),-2.7,2,0,-3,-0.5,-1,-5,106,12,nt
CS(=O)(=O)N(CC(=O)N1CCN(Cc2ccccc2)CC1)c1ccccc1Br,-2.7,1,1,1,2.4,-2,-3,114,14,0
CCOC(=O)C1CCN(C(C(=O)NC2CCCC2)c2ccc(C)cc2)CC1 (centres undefined),2.0,3,0,-7,0.3,7,-7,107,-12,0
Cc1ccc(NC(=O)CCC(=O)NNC(=O)COc2ccccc2)cc1C,1.3,2,0,-1,4.7,-8,-1,104,-7,-1
O=C1Nc2ccccc2N=C(c2ccccc2)C1N1CCOCC1 (centres undefined),-1.4,-1,7,-5,-2.1,1,1,100,7,nt
Cc1ccc(C2=NN(CCC(=O)NC3CCCC3)C(=O)CC2)cc1,-0.4,-2,-2,-2,-0.7,-5,-3,102,2,1
O=C(Nc1nc(-c2ccccc2)cs1)C1CCCN(S(=O)(=O)c2cccc([N+](=O)[O-])c2)C1 (centres undefined),4.2,-2,-3,1,2.3,15,-2,94,-23,-7
CCOc1ccc(CCNC(=O)C2CC=CCC2C(=O)OC(C)C)cc1OCC (centres undefined),-2.4,3,-1,-7,nt,-15,0,114,11,-2
O=[N+]([O-])c1ccc(NNS(=O)(=O)c2cc(Cl)ccc2Cl)nc1,1.6,8,-2,-11,1.8,-1,-7,104,-9,0
O=C(Nc1cc(F)cc(F)c1)c1sc(Cl)nc1-c1ccccc1,9.5,0,-3,5,-0.4,-14,-19,95,-59,-1
O=C(CN1CCN(c2ccc(O)cc2)CC1)Nc1cc(S(=O)(=O)N2CCCC2)ccc1Cl,7.0,6,3,4,0.2,9,-11,93,-35,-1
O=C(COc1c(Br)cc(Br)c2cccnc12)N1CCc2ccccc2C1,3.7,3,0,-1,-0.4,-1,-3,97,-21,0
Cc1ccc(S(=O)(=O)N(CCO)Cc2ccccc2)cc1,-0.6,2,1,-1,1.8,8,-10,108,3,0
CCOc1ccc(C(=O)O)cn1,-0.2,0,1,-1,-0.6,8,4,101,1,-2
Cn1c(=O)[nH]c(=O)c2c1nc(CN1CCN(Cc3ccccc3)CC1)n2CC(N)=O,nt,-4,-2,-6,-0.9,4,1,97,nt,-1
CCOc1ccc2cc(C(=O)c3ccccc3)c(=O)oc2c1,-0.7,8,3,-2,-1.3,2,2,112,4,0
Brc1ccc2c(c1)OCCOCCOc1cc(Br)ccc1OCCOCCOCCO2,-3.1,5,-1,-1,-1.2,-5,-6,119,14,nt

# Three successive entries from above, quoted:
SMILES,OPRM1-OPRD1 ag,RTF Ca sens act,V-ATPase pHluor,Keap1 Nrf2 FP,C-LANA FP,Arr AP2 block,RTF Ca sens inh,DSG3 Ab inh,MOR-DOR inv ag,Wnt bcat act
Cn1c(=O)[nH]c(=O)c2c1nc(CN1CCN(Cc3ccccc3)CC1)n2CC(N)=O,nt,-4,-2,-6,-0.9,4,1,97,nt,-1
CCOc1ccc2cc(C(=O)c3ccccc3)c(=O)oc2c1,-0.7,8,3,-2,-1.3,2,2,112,4,0
Brc1ccc2c(c1)OCCOCCOc1cc(Br)ccc1OCCOCCOCCO2,-3.1,5,-1,-1,-1.2,-5,-6,119,14,nt

# (cont.)
SMILES,OPRM1-OPRD1 ag,RTF Ca sens act,V-ATPase pHluor,Keap1 Nrf2 FP,C-LANA FP,Arr AP2 block,RTF Ca sens inh,DSG3 Ab inh,MOR-DOR inv ag,Wnt bcat act
Cc1ccc(NC(=O)COC(=O)[C@H](C)N2C(=O)C3CC=CCC3C2=O)cc1S(=O)(=O)N(C)C (some centres undefined),-3.8,-1,0,-1,0.5,-21,-5,116,18,-2
Nc1c(C(=O)Nc2ccccc2)sc2nc3c(c(-c4ccco4)c12)CCCC3,2.6,1,-1,-9,2.4,1,-2,88,-13,nt
CC(C)Oc1cccc(-c2cc(C(=O)NC(=S)N(C)c3ccccc3C(=O)O)c3ccccc3n2)c1,-2.5,6,-3,-3,-1.3,-3,4,nt,12,1
CC(NC(=O)C1CCN(S(=O)(=O)c2ccc3c(c2)NC(=O)CO3)CC1)c1ccccc1 (centres undefined),0.5,4,1,-4,-0.9,6,2,nt,-2,1
CC(C)N=C(Nc1ccccc1)c1cccnc1,-3.0,0,0,-1,0.6,11,-2,nt,15,1
CCC1SC2=NC(C)=C(C(=O)OC)C(c3cccs3)N2C1=O (centres undefined),-2.1,-4,0,-1,0.0,8,-4,96,11,nt
